Source: PubChem (PCMD)
FXIa single inh – blocks human coagulation factor XIa activity; purified human FXIa, fluorogenic AMC substrate cleavage; hit rate 0.3% among 33,000; P03951; inhibition, % at 10 µM;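 active = inhibition above 40% in the primary screen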;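 note: 0% = enzyme without compound and 100% = blank wells lacking enzyme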
Target sequence (P03951 19-387 limits assumed): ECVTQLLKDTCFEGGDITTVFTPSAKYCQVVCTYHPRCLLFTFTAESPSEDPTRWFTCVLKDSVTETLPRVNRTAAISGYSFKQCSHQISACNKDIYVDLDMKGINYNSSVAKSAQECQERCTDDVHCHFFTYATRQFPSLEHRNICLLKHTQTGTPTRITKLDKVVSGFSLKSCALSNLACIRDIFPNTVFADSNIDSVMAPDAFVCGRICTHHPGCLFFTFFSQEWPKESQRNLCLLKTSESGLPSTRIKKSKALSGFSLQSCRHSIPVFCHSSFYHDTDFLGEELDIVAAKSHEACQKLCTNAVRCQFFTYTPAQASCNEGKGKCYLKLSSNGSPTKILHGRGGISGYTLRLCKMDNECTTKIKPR
Target sequence (P03951 388-625 limits assumed): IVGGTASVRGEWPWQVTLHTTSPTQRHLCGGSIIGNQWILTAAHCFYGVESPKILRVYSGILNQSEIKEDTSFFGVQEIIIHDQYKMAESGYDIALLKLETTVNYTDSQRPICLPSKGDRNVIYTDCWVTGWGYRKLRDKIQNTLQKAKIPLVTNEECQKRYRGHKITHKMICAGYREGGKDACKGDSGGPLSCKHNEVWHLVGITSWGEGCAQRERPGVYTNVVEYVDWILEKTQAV
FXIIa single – inhibitors of human coagulation factor XIIa | P00748 | purified human FXIIa, AMC substrate fluorescence, 2 h | inhibition, % at 10 µM | hit rate 0.2% among 33,000; in the data active = inhibition above about 30%;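 note: 0% = enzyme with vehicle only and 100% = no enzyme blank; many of its hits are not listed in these tables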
Active calls of the source: *.

FXIa single inh,FXIIa single,SMILES
4,8,O=C(COC(=O)c1ccccc1OCc1ccccc1Cl)NC1CC1
-1,14,COc1ccc(S(=O)(=O)N2CCCCCC2)cc1
-4,4,COC(=O)/C(C#N)=C1/SC=C(C)N1c1ccccc1
7,10,OCCN(CCO)CC(O)COCCC12CC3CC(CC(C3)C1)C2 (stereo not given)
-5,1,CCOC(=O)N1CCN(Cc2nc(-c3cccc(C)c3)no2)CC1
6,4,Cc1ccc(/C=C2/SC(=S)N(CC(=O)Nc3ncc(Cc4ccc(C)cc4)s3)C2=O)cc1
2,-9,COc1ccc(NC(=O)CSc2nc3ccccc3c(=O)n2CCCN2CCCCC2)c(OC)c1
-9,3,CCCC(=O)NCc1cc(-c2nn(C)c(=O)c3ccccc23)ccc1C
1,7,Cn1c(=O)c2c(nc(SCC(=O)NCC3CCCO3)n2C)n(C)c1=O (stereo not given)
-5,1,CC1CCc2[nH]nc(C(=O)O)c2C1 (stereo not given)
-12,-8,Cc1ccc(C)c(N2CCN(c3nnnn3-c3ccccc3)CC2)c1
-3,-4,O=C(Cn1c(C(F)(F)F)nc2ccccc21)N1CCCC1
-9,8,Cc1c(NC(=O)Cn2[nH]c(=O)c3ccccc3c2=O)c(=O)n(-c2ccccc2)n1C
-2,3,C=CCn1c(NCc2ccc(N(C)C)cc2)nc2ccccc21
-1,6,CCCC(=O)O[C@H]1C[C@@H](C)N(C(=O)c2ccccc2)c2ccc(C)cc21
-1,7,CCCC(=O)Nc1cc(=O)[nH]c2ncnn12
28,-18,Cc1ccc(NC(=S)NCc2cccs2)cc1
6,17,CCN(CC)CCCN(C(=O)c1cccs1)c1nc(-c2ccc(OC)cc2)cs1
0,6,COc1ccc(C(=O)NCCN2CCCC2)cc1OC
6,-15,Nc1nc(SCC(=O)N2CCCC2)[nH]c(=O)c1-c1ccccc1
2,7,COc1cccc(C(=O)CSc2nnc(COc3cccc4cccnc34)o2)c1
-5,7,Cc1ccc(S(=O)(=O)Oc2ccc(/C=N/NC(=O)c3nn(C)cc3Cl)cc2)cc1
1,7,O=C(NCCCN=C1NS(=O)(=O)c2ccccc21)c1ccco1
-2,8,COc1c(C)cc(Br)cc1C(=O)O

6 entries drawn at random from the list so far, as already listed:
FXIa single inh,FXIIa single,SMILES
6,-15,Nc1nc(SCC(=O)N2CCCC2)[nH]c(=O)c1-c1ccccc1
-3,-4,O=C(Cn1c(C(F)(F)F)nc2ccccc21)N1CCCC1
-1,6,CCCC(=O)O[C@H]1C[C@@H](C)N(C(=O)c2ccccc2)c2ccc(C)cc21
-1,14,COc1ccc(S(=O)(=O)N2CCCCCC2)cc1
-12,-8,Cc1ccc(C)c(N2CCN(c3nnnn3-c3ccccc3)CC2)c1
-2,8,COc1c(C)cc(Br)cc1C(=O)O

More results follow.
FXIa single inh,FXIIa single,SMILES
-5,3,Cc1cc(NC(=O)CN2CCCCCCC2)no1
0,2,O=C(Nc1ccc(Cl)cc1)OCc1ccccn1
5,4,CC(NC(=O)Cn1c(=O)oc2cc(S(=O)(=O)N3CCCC3)ccc21)c1ccccc1 (stereo not given)
4,11,S=c1[nH]nc(-c2ccncc2)n1Cc1ccccc1
-7,-1,O=C(O)C1CC=CCC1C(=O)Nc1ccc2c(c1)OCCO2 (stereo not given)
5,-1,COC(=O)c1c(/N=C/N(C)C)sc2c1CCN(c1ncc(C(F)(F)F)cc1Cl)C2
-4,3,O=C(Cn1cnc2ccccc2c1=O)N1CCOCC1
-2,7,CC(C)CN=c1cc(-c2ccccc2)oc2ccc(Cl)cc12

A second format for four compounds above:
Cc1cc(NC(=O)CN2CCCCCCC2)no1
  FXIa single inh: -5
  FXIIa single: 3
O=C(Nc1ccc(Cl)cc1)OCc1ccccn1
  FXIa single inh: 0
  FXIIa single: 2
CC(NC(=O)Cn1c(=O)oc2cc(S(=O)(=O)N3CCCC3)ccc21)c1ccccc1 (stereo not given)
  FXIa single inh: 5
  FXIIa single: 4
S=c1[nH]nc(-c2ccncc2)n1Cc1ccccc1
  FXIa single inh: 4
  FXIIa single: 11

Remaining list, next part.
FXIa single inh,FXIIa single,SMILES
3,-18,COc1ccc(N2CCN(C(=O)CCCOc3cc(=O)n(C)c4ccccc34)CC2)cc1
-6,4,Cc1ccc(CN2CCN(c3ccccn3)CC2)s1
-3,6,COc1ccc(CCNC(=O)CN(C)S(=O)(=O)c2ccc3c(c2)CCC(=O)N3)cc1OC
-10,6,CCOc1ccc2cc(S(=O)(=O)N3CCN(C)CC3)ccc2c1
9,5,O=C(Nc1ccccc1)N1CCC(n2c(=O)[nH]c3ccccc32)CC1
4,3,CC1(C)CC(=O)C2=C(C1)N(Cc1cccnc1)C(=O)C2(NC(=O)c1ccc(F)cc1)C(F)(F)F (stereo not given)
-3,11,Cc1cc(C)c2nc(N3CCC(C(=O)NCCCN4CCCCC4)CC3)sc2c1
-1,-10,CCC(Sc1nnnn1C)C(=O)Nc1ccc(C(C)=O)cc1 (stereo not given)

5 of these compounds in another layout.
compound	FXIa single inh	FXIIa single
COc1ccc(CCNC(=O)CN(C)S(=O)(=O)c2ccc3c(c2)CCC(=O)N3)cc1OC	-3	6
CCOc1ccc2cc(S(=O)(=O)N3CCN(C)CC3)ccc2c1	-10	6
O=C(Nc1ccccc1)N1CCC(n2c(=O)[nH]c3ccccc32)CC1	9	5
CC1(C)CC(=O)C2=C(C1)N(Cc1cccnc1)C(=O)C2(NC(=O)c1ccc(F)cc1)C(F)(F)F (stereo not given)	4	3
Cc1cc(C)c2nc(N3CCC(C(=O)NCCCN4CCCCC4)CC3)sc2c1	-3	11

(listing goes on)
FXIa single inh,FXIIa single,SMILES
3,-2,COc1ccc(OC)c(C2=NOC(C(=O)N3CCN(c4ccccc4)CC3)C2)c1 (stereo not given)
-65,5,O=C(NCc1ccccc1)c1ccc(Oc2ccc(C(=O)NCc3ccccc3)cc2)cc1
-3,6,O=S(=O)(/C=C/c1ccccc1)Nc1ccc2c(c1)OCO2
1,-1,CSc1cccc(NC(=O)C(C)NS(=O)(=O)c2ccc(F)cc2)c1 (stereo not given)
-7,9,CCOC(=O)Cc1c(C)nc2c(-c3ccccc3OC)c(C)nn2c1C
96*,89*,O=C(c1cn(-c2ccccc2)nc1-c1ccncc1)n1nnc2ccccc21
-8,-2,CCn1cc(C2=NC(C)CO2)c2ccccc21 (stereo not given)
1,8,COC(=O)c1ccc(CS(=O)(=O)c2ccc(C)cc2)cc1
-6,0,CCC(=O)Nc1ccc2oc(-c3cccc(C)c3)nc2c1
12,4,O=S(=O)(/N=C(/Sc1ccccc1)c1ccccc1)c1ccccc1
-9,1,O=C(COc1ccc(Cl)cc1Cl)N1CCCC1
-2,6,COC(=O)c1ccc(NC(=O)CN2CCN(c3cccc(Cl)c3)CC2)cc1
-1,-6,CCC(Cc1ccccc1)NC(=O)C1CCN(S(=O)(=O)c2c(C)noc2C)CC1 (stereo not given)
-11,-12,Fc1ccc(CNc2nc3ccccc3n3nnnc23)cc1
2,6,CC1Cc2ccccc2N1C(=O)CSc1nc2c(c(=O)n(C)c(=O)n2C)n1Cc1ccccc1 (stereo not given)
-13,5,Cn1c(SCC(=O)N2CCCC2)nnc1-c1ccc(S(=O)(=O)N2CCCC2)cc1
-30,4,Cc1ccc(NCc2ccccc2O)cc1
-1,4,CCOc1ccc(NC(=O)Nc2cccs2)cc1
-6,5,CCN(CC)S(=O)(=O)c1ccc(S(=O)(=O)N2CCN(C(=O)c3ccco3)CC2)cc1
2,2,COc1cc(S(=O)(=O)N2CCOCC2)ccc1NC(=O)COC(=O)c1ccccn1
-1,-3,CC(=O)Nc1cccc(-c2nnc(SCC(=O)n3c4c(c5ccccc53)CCCC4)n2C)c1
3,8,COC(=O)c1c(-c2cccc(C)c2)csc1N
-2,11,COc1ccccc1-c1nn2c(-c3ccc(C(C)(C)C)cc3)nnc2s1
-2,6,CCC(=O)Nc1ccc(-c2nnc(SCC(=O)N3CCCCC3)n2C)cc1
21,-11,Cc1ccc(-c2nnn(CC(=O)N(Cc3cccs3)C(C(=O)NC3CCCCC3)c3ccco3)n2)o1 (stereo not given)
4,4,CC1(C(=O)Nc2nnc(C(C)(C)C)s2)Cc2ccccc2C(=O)O1 (stereo not given)
0,10,COC(=O)c1ccc(NC(=O)C23CC4CC(C2)CC(n2cnc(Cl)n2)(C4)C3)cc1
-4,1,COC(=O)CCN(C(=O)c1ccc(OC(C)=O)cc1)c1ccccn1
4,7,CCn1c(CC(=O)Nc2cccc(OC)c2)nnc1SCC(=O)N1CCN(c2ccccc2)CC1
13,17,O=C(OC(C(=O)NCC1CCCO1)c1ccccn1)c1cccs1 (stereo not given)
-4,7,CCOc1ccc(S(=O)(=O)n2cc(-c3ccc(F)cc3)c(N)n2)cc1
2,-3,CCOc1cc(/C=N/Nc2nc(N3CCCC3)nc(N3CCCC3)n2)ccc1O
1,-4,CCOC(=O)CSc1nc2ccccc2c(=O)n1CCC(=O)NCCc1ccc(OC)c(OC)c1
-12,6,Cc1cc(NC(=O)CN2C(=O)NC(C)(c3ccc(OC(F)F)cc3)C2=O)no1 (stereo not given)
-6,7,Cn1nc(-c2ccc(OCC(=O)Nc3ccccc3)cc2)c2ccccc2c1=O
8,6,CCOc1ccc(NC(=O)CS(=O)(=O)c2cn(CC)c3ccccc23)cc1
0,4,Cc1oc2cc(O)cc(C)c2c(=O)c1-c1cnn(-c2ccccc2)c1
7,4,O=C(COc1ccc(N2CC(C(=O)O)CC2=O)cc1)Nc1cccc(C(F)(F)F)c1 (stereo not given)
2,-1,CCOc1ccc(S(=O)(=O)NCc2ccc(C)cc2)c2cccnc12
-6,4,O=C(CSc1nc2ccc(Cl)cc2o1)NCc1ccc2c(c1)OCO2
16,-11,CC(Oc1ccc(C(=O)NCCc2ccccc2)cc1)C(=O)O (stereo not given)
-1,7,CN1CCN(C(=O)c2ccc3c(c2)NC(=O)C(C)(C)O3)CC1
1,-14,Cc1ccc2nc(N3CCN(Cc4nnnn4C4CCCC4)CC3)c(C#N)cc2c1
0,10,Nc1nonc1C(=Nc1ccc(Br)cc1)NO
-15,-4,CC1CC2(CCCCC2)Nc2c1ccc1ccccc21 (stereo not given)
0,8,CSc1nc(-c2ccccc2)nc(N2CCCC2)c1C(C)=O
-4,5,O=C(C1CC(=O)N(c2ccccc2)C1)N1CCN(C2=NS(=O)(=O)c3ccccc32)CC1 (stereo not given)
5,5,COC(=O)c1ccccc1NC(=O)CSc1nnnn1-c1ccc(C)cc1C
-5,-1,c1ccc(N2CCN(CCc3nnc4n3CCCCC4)CC2)cc1
-2,5,CCc1ccc(CNCCSc2nnnn2C)cc1
5,4,COC(=O)c1ccc2c(=O)n(CC3CCCO3)c(SCC(=O)Nc3ccccc3Cl)nc2c1 (stereo not given)
3,-3,CCOC(=O)c1[nH]c(C)c(C(=O)C(C)C)c1C
-4,8,CCOc1ccc(S(=O)(=O)NCCSCc2ccco2)cc1
22,-10,O=C(Nc1cccc(C(F)(F)F)c1)c1ccc2nc(-c3ccco3)c(-c3ccco3)nc2c1
4,8,Cc1ccc(N(CC(=O)N2CCOCC2)S(C)(=O)=O)cc1C
-4,4,O=C1CCC(/C=C/c2ccccc2)=NN1Cc1ccccc1Cl

Carrying on:
FXIa single inh,FXIIa single,SMILES
5,3,COc1ccc(S(=O)(=O)n2nc(-c3ccc(Cl)cc3)cc2N)cc1OC
-5,11,Cc1cccc(C(=O)NCCN(C)C)c1
4,6,O=C(NCc1ccc(F)cc1)C(c1ccncc1)N(C(=O)c1csnn1)C1CC1 (stereo not given)
0,7,O=C(c1csc2c1CCCC2)N1CCN(c2ncccn2)CC1
23,-13,Cc1n[nH]c(=O)nc1NC(C)c1ccccc1 (stereo not given)
2,-12,CC1CCCCN1Cc1c(C#N)c2ccccc2n1C (stereo not given)
5,5,CCCNC(=O)C(=O)c1cccn1-c1ccsc1C(=O)OC
-2,10,O=C(CSc1ccsc1[N+](=O)[O-])NCCc1ccccc1
8,4,CCOC(=O)CN1C(=O)SC(CC(=O)Nc2nccs2)C1=O (stereo not given)
-1,3,Cc1cc(Br)ccc1NC(=O)CNC(=O)CN(C)Cc1nc2ccccc2c(=O)[nH]1
-1,6,Cc1nc(N2CCOCC2)nc2c1CCCC2
7,6,Cc1ccc(CSc2nc3ccncc3[nH]2)cc1
0,1,Clc1ccc(Oc2nnnn2-c2ccccc2)cc1
-5,13,Oc1ccc(Cl)cc1-c1cc(C(F)(F)C(F)F)nc(-c2ccccc2)n1
-5,-5,O=C(OC(C(=O)NC1CCCC1)c1cccnc1)C1=Cc2ccccc2OC1 (stereo not given)
-2,0,O=C(NC1CCCCC1)NC1CCN(S(=O)(=O)Cc2ccccc2)CC1
0,-11,CS/C(=N\S(=O)(=O)c1cccs1)Nc1ccc(N2CCOCC2)cc1
5,8,CSC(=NS(=O)(=O)c1ccccc1)SC
3,7,N#Cc1c(SCC(N)=O)nc2c(c1-c1ccc(OCc3ccccc3)cc1)CCCC2
22,5,O=C(COC(=O)c1ccc2ccccc2c1)Nc1ncc(C(F)(F)F)cc1Cl
0,5,COc1ccc(-n2nnnc2SCC(=O)c2cccc(OC)c2)cc1

Only part of the results is shown (hit frequency here may not be typical).
